# Assay outcomes (PubChem)
# TEAD-YAP inh: TEAD-YAP interaction inhibition. HEK-TIYL cells, TEAD-Gal4/YAP UAS-luciferase luminescence. inhibition, % at 9.12 µM. hit rate 1.4% among 640,000. AID 1259422; in the data active = inhibition above about 32%;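 also: 0% = median of test compound wells and 100% = reference inhibitor wells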
# GPR151 ag: activators of human GPR151. Q8TDV0. PathHunter beta-arrestin GPR151 cells, luminescence. activation, % at 11.2 µM. hit rate 1% among 650,000. AID 1508602; in the data active = activation above about 4.9%;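 also: 0% = median of compound wells and 100% = cells with positive control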
# MITF primary: inhibitors of human MITF; O75030; AlphaScreen MITF homodimerization, bead proximity signal; inhibition, % at 2.6 µM; hit rate 0.91% among 650,000; AID 1259374; in the data active = inhibition above about 50%;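 also: 0% = vehicle wells with protein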
# FBW7 act: activators of human E3 ligase FBW7; normalized activity (activation), % at 26.1 µM; AlphaScreen FBW7–phospho-cyclin E peptide binding, activator screen; hit rate 0.13% among 650,000; AID 1259310; in the data active = normalized activity above about 1.9%;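 also: purified mutant Fbw7 with reduced substrate affinity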
# Target sequence (Q969H0 whole entry, looked up): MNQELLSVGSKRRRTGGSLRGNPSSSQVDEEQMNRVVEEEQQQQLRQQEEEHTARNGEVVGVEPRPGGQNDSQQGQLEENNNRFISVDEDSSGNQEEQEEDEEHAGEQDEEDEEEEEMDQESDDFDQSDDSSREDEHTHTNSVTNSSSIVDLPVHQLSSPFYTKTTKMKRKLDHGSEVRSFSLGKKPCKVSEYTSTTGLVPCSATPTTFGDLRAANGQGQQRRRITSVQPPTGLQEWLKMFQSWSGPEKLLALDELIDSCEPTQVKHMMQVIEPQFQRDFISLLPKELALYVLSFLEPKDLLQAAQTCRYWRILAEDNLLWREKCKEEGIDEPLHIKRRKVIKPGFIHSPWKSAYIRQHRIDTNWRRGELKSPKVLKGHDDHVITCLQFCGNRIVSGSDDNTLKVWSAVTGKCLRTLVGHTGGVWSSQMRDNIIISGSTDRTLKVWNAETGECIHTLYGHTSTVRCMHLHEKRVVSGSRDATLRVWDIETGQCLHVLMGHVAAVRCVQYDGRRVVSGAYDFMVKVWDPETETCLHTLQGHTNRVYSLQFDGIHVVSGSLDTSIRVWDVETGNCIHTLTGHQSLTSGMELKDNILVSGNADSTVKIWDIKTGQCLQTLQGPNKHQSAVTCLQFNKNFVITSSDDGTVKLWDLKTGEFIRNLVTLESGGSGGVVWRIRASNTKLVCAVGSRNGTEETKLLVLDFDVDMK
# An asterisk follows results filed as active; & = joins results of further samples.
SMILES	TEAD-YAP inh	GPR151 ag	MITF primary	FBW7 act
CCSc1nc2ccccc2[nH]1	0	-0.4	-6	0.1
O=C1CSc2ccc(C(=O)NCc3ccc4c(c3)OCO4)cc2N1	-5	0.0	-5	0.0
O=[N+]([O-])c1ccccc1N=Cc1ccccc1Cl	-4	0.0	-4	-0.1
COc1cccc(NS(=O)(=O)c2cc(C(=O)N3CCN(C)CC3)ccc2NCc2ccccc2OC)c1	8	-0.1	6	0.0
O=C(c1cccc(S(=O)(=O)N2CCc3ccccc3C2)c1)N1CCCc2ccccc21	0	0.4	3	0.0
O=C(O)C1C2C=CC(O2)C1C(=O)NCCC1=CCCCC1 (stereo not drawn)	4	1.2	3	0.0
Cn1c(-c2ccc(S(=O)(=O)N3CCCC3)cc2)csc1=Nc1ccc(Oc2ccccc2)cc1	-4	1.6	-6	0.0
COc1ccc(-n2c(=S)[nH]c3cc(C(=O)NC4CCCCC4)ccc3c2=O)cc1OC	-3	-0.3	1	-0.1
CNC(=O)C(=O)NCC1OCCN1S(=O)(=O)c1ccc(OC)c(C)c1 (stereo not drawn)	-5	-1.5	3	0.5
O=C(NCc1ccc2c(c1)OCO2)C(=O)Nc1ccccc1	-22	-0.6	16	0.1
NC(C(=O)N1CCC(C(=O)Nc2ccc3[nH]ncc3c2)CC1)c1ccc(Br)cc1 (stereo not drawn)	-10	-0.2	15	-0.3
O=c1c2sccc2nc(SCc2cc(=O)n3cc(Cl)ccc3n2)n1Cc1ccccc1	-3	-1.5	7	0.3
Cc1sc(NC(=O)c2ccc(S(=O)(=O)N3CCc4ccccc43)cc2)nc1-c1ccccc1	11	1.4	-2	-0.1
c1ccc(-c2csc(Nc3nc(N4CCOCC4)nc(N4CCOCC4)n3)n2)cc1	4	-1.3	6	-0.4
CCNc1oc(-c2ccco2)nc1S(=O)(=O)c1ccc(Br)cc1	5	0.1	7	-0.4
O=C(CNC(=O)c1cccs1)OCC(=O)c1ccc(Oc2ccc([N+](=O)[O-])cc2)cc1	-3	0.0	-7	-0.1
COc1cccc2sc(N3CCN(c4nc5ccccc5s4)CC3)nc12	-3	1.6	6	0.0
COC(=O)C1=C(C)N(Cc2ccc(C)cc2)C(=O)/C1=C\c1cccc([N+](=O)[O-])c1	7	0.5	21	0.4
Cc1cc(C)nc(NS(=O)(=O)c2ccc(-n3cccc3)cc2)n1	5	0.8	18	0.1
Cc1ccccc1Nc1c(N)c(=O)oc2ccccc12	-20&-50	0.4&1.1	9&3	0.0&-0.2
CC(=O)c1[nH]c(C)c(C(=O)Nc2cc(C)ccc2C)c1C	-5	1.1	13	0.4
Cc1cccc(C(C)(C)C)c1OCCCNCCN	1	1.3	10	-0.1
CCCCOc1cccc(C2c3c(-c4ccccc4O)n[nH]c3C(=O)N2CCCO)c1 (stereo not drawn)	7	-1.0	9	0.1
CSCCC(Nc1nc2ccccc2s1)C(=O)O (stereo not drawn)	-6	1.2	-10	-0.1
CCOc1ccc2nc(N3CCN(C(=O)C(C)C)CC3)sc2c1	-11	1.0	13	0.0
C=C(C)COc1ccc2c(-c3cc4cccc(OC)c4oc3=O)cc(=O)oc2c1	15	-0.1	12	1.4
CCCCC(=O)NC(c1cccc([N+](=O)[O-])c1)c1ccc2cccnc2c1O (stereo not drawn)	88*	-1.5	55*	-0.6
CC1=C(C(=O)OC(C)C)C(c2ccc(C)cc2)C2=C(CCCC2=O)N1 (stereo not drawn)	1	-0.4	3	0.0
Cc1ccc(C(=O)NCCc2nnc3ccc(SCc4ccccc4Cl)nn23)cc1	-6	1.2	-3	-0.1
Cc1cccc(C(=O)OC(C)CN2CCCCC2)c1 (stereo not drawn)	-12	-1.2	-3	0.1
COc1ccc(S(=O)(=O)N2CCN(CC(=O)Nc3ccc(F)cc3)CC2)cc1	7	-1.7	5	0.0
CCC(=O)NNC(=O)CSc1nnc2c3c4c(sc3nc(CC)n12)CC(C)CC4 (stereo not drawn)	-5	0.8	1	-0.1
CC(c1ccccc1)c1nnc(NC(=O)c2ccc(F)cc2)s1 (stereo not drawn)	-10	-0.5	3	-0.2
CCc1ccc(CN(C(=O)c2ccc(OC(C)C)cc2)C2CCS(=O)(=O)C2)cc1 (stereo not drawn)	-15	-0.1	3	0.3
CCN1CCN(C(=S)Nc2cccc(C)c2)CC1	10	1.4	4	0.0
CCCOc1ccc(/C(O)=C2/C(=O)C(=O)N(CCCN(C)C)C2c2ccc(Br)cc2)c(C)c1 (stereo not drawn)	-1	-0.7	-4	-0.1
CCC(=O)Nc1nc2nc(COC)cc(=O)n2[nH]1	-1	0.8	17	0.2
Cc1ccc(S(=O)(=O)NCC(c2ccccc2)N(C)C)cc1 (stereo not drawn)	-1	1.1	-5	-0.2
Cc1ccc2occ(C(=O)c3ccco3)c(=O)c2c1	-20	1.1	1	0.0
C=CCNC(=O)c1ccc2c(=O)n(C3CCCC3)c(=S)[nH]c2c1	3	-0.9	11	0.8
O=C(Nc1ccc(F)cc1)N1CCN(Cc2nc3ccccc3n2Cc2ccccc2)CC1	-25	-1.3	3	0.1
CCOc1ccc(C(=O)NC2CCN(C(=O)Nc3ccccc3OC)CC2)cc1	12	0.3	23	0.0
Cc1nc(Cl)c(NC(=O)Nc2cccc(Cl)c2)c(C)c1Cl	0	1.9	-1	0.1
Nc1cccc(-c2nccc(Nc3ccc(N4CCOCC4)cc3)n2)c1	-10	-1.4	-4	0.3
COC(=O)c1ccc(CNCCC2CCC(=O)N2CCc2ccccc2)cc1 (stereo not drawn)	2	0.2	0	-0.1
COc1ccccc1N1C(=O)C2C3C=CC(C3)C2(C)C1=O (stereo not drawn)	0	-0.2	13	0.5
Cc1occc1C(=O)NC(C)c1nnc2n1CCN(Cc1nc3ccccc3s1)CC2 (stereo not drawn)	2	1.4	-11	0.0
COc1ccc(-c2nc(NCCc3ccc(O)cc3)c3ncn(-c4ccccc4)c3n2)cc1	24	2.3	17	0.1
CC1CC(C)CN(S(=O)(=O)c2cc(C(=O)Nc3ccc(Br)cc3)ccc2F)C1 (stereo not drawn)	-5	-0.1	3	0.1
CSc1nc2ccc(NC(=O)CC3Sc4ccccc4NC3=O)cc2s1 (stereo not drawn)	-18	3.0	-9	-0.1
N#CN=C1CCCN1C(=O)c1ccccc1	1	-1.1	0	0.3
CCSCCOC(=O)C1=C(C)NC2=C(C(=O)CC(C)(C)C2)C1c1cc(Br)ccc1OC (stereo not drawn)	-1	-0.4	4	0.1
O=[N+]([O-])c1cccnc1N1CCN(c2ncccn2)CC1	-4	1.0	-2	-0.1
COc1ccc2c(c1)C(C)(Cc1ccccc1)C(=O)N2 (stereo not drawn)	1	0.3	6	-0.1
Cc1ccc(C2CC(c3cccs3)=NN2C(=O)CSc2nnc(CNC(=O)c3ccccc3F)n2-c2ccc(F)cc2)cc1 (stereo not drawn)	6	0.7	8	0.1
CC1(C)Oc2ccc(C(=O)N3CCCC3)cc2N(CC(=O)c2ccc(Cl)cc2)C1=O	-3	3.2	2	0.1

# (next part)
SMILES	TEAD-YAP inh	GPR151 ag	MITF primary	FBW7 act
Cc1ccc(Cl)cc1NC(=O)CSc1nnc(SCC(=O)Nc2cc(Cl)ccc2C)s1	1	2.2	1	0.1
COc1cc(NC(=O)c2cccc(-c3ccc(N4CCOCC4)nc3)c2)cc(OC)c1OC	-42	-2.0	9	0.1
CC1CCCCN1CCCNC(=O)Cn1ncn2nc(-c3cccs3)cc2c1=O (stereo not drawn)	2	-2.4	3	0.1
c1cncc(CNc2nccn3c(-c4cccs4)cnc23)c1	2	-0.5	0	1.5
CCc1ccccc1NS(=O)(=O)c1ccc2c(c1)c(=O)n(C)c(=O)n2C	3	-0.9	-14	-0.4
O=C(Nc1c2c(nn1-c1ccc([N+](=O)[O-])cc1)CS(=O)(=O)C2)c1cc(Br)ccc1Cl	0	-0.3	5	-0.1
CC(C)N(CCNc1cc(N2CCC(N3CCOCC3)CC2)ncn1)C(C)C	-2	-1.4	10	0.4
Cc1cccc(-n2cc(-c3ccccc3)c3c(N4CCOCC4)ncnc32)c1	0	-0.2	8	-0.2
Cc1cc(C)c2[nH]c(=O)c(CN(CCCO)Cc3nnnn3CCc3ccccc3)cc2c1	14	6.0*	10	0.6
COC(=O)C1=C(C)NC(C)=C(C(=O)OC)C1c1ccc(OC)c([N+](=O)[O-])c1	5	0.2	1	0.1
CC(C)Nc1cc(-c2cc(Cl)cc(Cl)c2)ncn1	-15	0.6	2	0.0
COC(=O)C1=C(C)NC2=C(C(=O)CC(c3ccccc3)C2)C1c1ccccc1Br (stereo not drawn)	20	-1.6	-14	0.1
CC(C)C[C@H](N)CSSC[C@@H](N)CC(C)C	2	-2.1	0	0.0
O=C(CN1CCCCC1)Nc1nnc(-c2ccccc2)s1	-33	1.0	8	-0.1
C[C@@H]1CN(C(=O)c2nc3sccn3c2CNCCCN2CCCC2=O)C[C@H](C)O1	-1	0.8	-5	0.2
Nc1ccc(C(=O)OCC(=O)Nc2ncc(C(F)(F)F)cc2Cl)cc1[N+](=O)[O-]	2	-1.7	-12	0.2
CCC(=O)Nc1ncnc2oc(-c3ccccc3)c(-c3ccccc3)c12	-11	-0.2	-1	-0.7
COc1ccccc1NC(=O)C(=O)N/N=C/c1ccc(Cl)cc1	8	-2.2	17	0.8
Cc1ccnc(NC(=O)COC(=O)COc2ccc3c(C)cc(=O)oc3c2)n1	5	-1.1	15	0.3
CCN(C(=O)CSc1nc2ccccc2c(=O)n1CC1COc2ccccc2O1)c1cccc(C)c1 (stereo not drawn)	0	-0.6	12	0.3
